# Screening data (PubChem)
# GAA inhib: blocks human lysosomal alpha-glucosidase | P10253 | purified human GAA, 4-MU-alpha-glucoside fluorescence | Potency, µM (series often up to 76.9 µM), without a hit: at the top dose activity change, negative = inhibition, usual class: inhibitors | hit rate 0.005% among 200,000 | AID 1466;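 also: plate controls were uninhibited enzyme wells for no effect and no-enzyme background for full effect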
#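 Human enzyme at 4 nM with 400 uM 4-methylumbelliferyl-alpha-D-pyranoside, citrate/phosphate buffer pH 5.0, 0.005% Tween-20, 20 min at room temperature. Compounds up to 77 uM. 4-MU fluorescence (Ex 365/Em 440) read after NaOH/glycine stop; AC50 from Hill fit.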
# ALDH1A1 inh: ALDH1A1 (human) enzyme inhibition; P00352; Potency, µM (titrated, usually from 75.3 µM), inactives show top-dose activity, negative = inhibition, hits mostly inhibitors; Purified ALDH1A1, NADH fluorescence, propionaldehyde substrate; hit rate 7.3% among 220,000; active = well fitted inhibition curve with a large enough effect, not every such curve was filed as active; inconclusive = small, poorly fitted or top-dose-only effect, or another doubt; inactive = no such curve, though single readings can be large or run the other way;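 also: plate controls were no enzyme wells and a reference inhibitor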
# Target sequence (P00352 whole entry, looked up): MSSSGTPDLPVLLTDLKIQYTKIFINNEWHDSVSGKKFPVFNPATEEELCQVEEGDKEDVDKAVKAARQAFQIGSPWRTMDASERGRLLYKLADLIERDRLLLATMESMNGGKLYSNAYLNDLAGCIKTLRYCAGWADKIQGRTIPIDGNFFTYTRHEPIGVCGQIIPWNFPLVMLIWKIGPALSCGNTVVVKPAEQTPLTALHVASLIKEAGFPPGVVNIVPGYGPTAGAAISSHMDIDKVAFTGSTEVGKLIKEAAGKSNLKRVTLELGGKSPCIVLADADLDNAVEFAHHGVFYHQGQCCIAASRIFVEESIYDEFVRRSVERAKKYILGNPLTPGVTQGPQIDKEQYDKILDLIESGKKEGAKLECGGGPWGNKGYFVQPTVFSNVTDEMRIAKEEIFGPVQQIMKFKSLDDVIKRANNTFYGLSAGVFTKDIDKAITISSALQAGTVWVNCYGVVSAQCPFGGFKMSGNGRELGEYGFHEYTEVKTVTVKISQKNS
# aGal spleen mod: inhibitors or activators of human alpha-galactosidase in spleen homogenate | P06280 | human spleen homogenate, 4MU-alpha-Gal fluorescence, 40 min | Potency, µM (highest dose often 80 µM), inactives show top-dose activity change, negative = inhibition, usual class: inhibitors | hit rate 0.008% among 240,000 | AID 2107;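 also: 0% = enzyme with vehicle and -100% = no enzyme basal signal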
# Target sequence (P06280 32-429 limits assumed): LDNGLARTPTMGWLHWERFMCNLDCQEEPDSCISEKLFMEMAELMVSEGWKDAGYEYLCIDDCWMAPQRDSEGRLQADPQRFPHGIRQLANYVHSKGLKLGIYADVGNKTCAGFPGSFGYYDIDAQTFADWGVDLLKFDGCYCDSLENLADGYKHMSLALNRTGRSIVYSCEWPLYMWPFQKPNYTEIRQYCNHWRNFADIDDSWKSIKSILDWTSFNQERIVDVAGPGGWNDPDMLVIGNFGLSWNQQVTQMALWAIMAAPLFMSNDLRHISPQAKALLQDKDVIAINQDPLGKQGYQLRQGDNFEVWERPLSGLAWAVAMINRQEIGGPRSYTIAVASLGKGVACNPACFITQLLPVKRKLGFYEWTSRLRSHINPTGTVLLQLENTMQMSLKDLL
#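 Human spleen homogenate (1 ug) as enzyme source, 4-methylumbelliferyl-alpha-D-galactopyranoside 1 mM final, citrate/phosphate pH 5.0 with 0.01% Tween-20. Compounds 40 min at 37C, NaOH/glycine stop; fluorescence Ex 365/Em 440, Hill-fit AC50.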
# Tau fluor cs: counter-screen for tau fibril formation inhibitors | Potency, µM (highest dose often 57.7 µM), for the others: at the top dose activity change, negative = decrease | tau K18 P301L Alexa594 fluorescence, heparin fibrillization | AID 1463 | hit rate 0.93% among 280,000; also: % is scaled to controls: 0 for no effect and ±100 for the full control effect; nearly all actives have a fitted effect of over 55% in size
#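 Human tau K18 P301L (15 uM unlabeled, 0.24 uM Alexa 594-labeled) in 100 mM sodium acetate pH 7 with 20 uM heparin, 6 hr at 37 C. ThT 30 uM added, 1 hr ambient; Alexa 594 FP and total fluorescence read at 555/632 nm.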
# NPSR antagonist: neuropeptide S receptor (human) antagonism, cAMP | Potency, µM (top dose mostly 38.3 µM), for inactives: at the top dose activity change, negative = inhibition, actives largely listed as inhibitors | CHO-NPSR cells, cAMP TR-FRET, antagonist mode | Q6W5P4 | hit rate 1% among 220,000; also: % is scaled to controls: 0 for no effect and ±100 for the full control effect; nearly all actives have a fitted effect of over 50% in size; many of its hits are not listed in these tables
# GAA glycogen mod: inhibitors or activators of human alpha-glucosidase glycogen cleavage | P10253 | recombinant GAA, glycogen substrate, Amplex Red glucose oxidase fluorescence | Potency, µM (series often up to 76.4 µM), for the others: top-dose activity change, negative = inhibition, usual class: inhibitors | hit rate 0.38% among 300,000 | AID 2100;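 also: 0% = full enzyme reaction and -100% = no-enzyme basal signal; the screen sought inhibitors and activators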
#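 qHTS, 1536-well; enzyme 4 nM final; cpd up to 77 uM; substrate bovine liver glycogen 30 ug; 50 mM citrate/phosphate pH 5.0, 0.01% Tween-20; 37 C, 40 min; Amplex Red detection 45 min RT; Hill fit → AC50.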
# Epigenetic reg: epigenetic control regulation, reporter derepression; murine LDR cells, GFP reporter derepression, 30 h; Potency, µM (highest dose often 53.9 µM), for the others: at the highest dose GFP activation, actives largely listed as activators; hit rate 0.2% among 280,000; also: % of control where 0% means no effect; nearly all actives have a fitted effect of over 60% in size
#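 In this reporter-derepression format, murine cells bearing a silenced integrated CMV-GFP locus incubate with test compound (30 h, 37 C), then are washed and imaged; fluorescent objects of 20–120 um count as induced cells.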
# GAA spleen mod: lysosomal alpha-glucosidase (human) modulation. P10253. human spleen homogenate, 4-MU-alpha-glucoside fluorescence. Potency, µM (titrated, usually from 79.9 µM), for inactives: top-dose activity change, negative = inhibition, actives largely listed as inhibitors. hit rate 0.006% among 240,000;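 also: 0% = enzyme with vehicle and -100% = no enzyme basal signal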
#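 Compounds were titrated against alpha-glucosidase in spleen homogenate at pH 5.0, with 1 mM 4-methylumbelliferyl substrate for 40 min at 37 C. Reactions were quenched with pH 10 NaOH/glycine and fluorescence measured.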
# Numbers without * were called inactive; ? = inconclusive; · = not tested or not shown; & = joins results of further samples; [ ] = dose if it differs, or a comment. Unless noted, calls follow the shape of the dose curve; as a rule, active = well fitted curve in the direction sought with a large enough effect; inconclusive = small, poorly fitted or top-dose-only effect, or another doubt; inactive = no such curve, though single readings can be large; an effect the other way counts as inactive or inconclusive. Potency is read from the fitted curve at half-maximal effect.
SMILES,GAA inhib,ALDH1A1 inh,aGal spleen mod,Tau fluor cs,NPSR antagonist,GAA glycogen mod,Epigenetic reg,GAA spleen mod
Cc1ccc(NC(=S)NNc2ccc([N+](=O)[O-])cc2S(=O)(=O)Nc2ccccc2C(=O)O)cc1C,0%,?,-2%,?,-16%,22µM*,-1.8%,1%
COc1ccc(-c2nc(-c3ccccc3)nc(Cl)c2C#N)cc1,9%,?,-15%,-5%,-18%[46.1 µM],-3%,-0.5%,-3%
CC(C)(C)c1ccc(Cn2cnc(-c3ccc([N+](=O)[O-])cc3)c2)cc1,-41%,?,-6%,?,?,-1%,0.0%,-11%
CCN(CC)C(=O)c1cc(-c2ccccc2OC)on1,-3%,14µM*,4%,-8%,-17%[46.1 µM],6%,-1.1%,-1%
COc1cc(NC(=O)CN(C)S(=O)(=O)c2ccc(C)cc2)cc(OC)c1,-12%,1%,2%,-21%,-10%[46.1 µM],-8%,0.0%,-11%
CC1CCCCN1C(=O)CSc1nc(N)cc(=O)[nH]1 (stereo unspecified),-10%,-7%,-2%,-6%,-5%[46.1 µM],8%,15%,-8%
O=C(CCN1CCCCC1)Nc1ccc2c(c1)C(=O)c1ccc(NC(=O)CCN3CCCCC3)cc1C2=O,·,?,-3%,?,·,·,-2.1%,-4%
Cc1nnc(-c2ccccc2)nc1N(C)C,7%,2%,3%,-6%,5%,-2%,-1.9%[10.1 µM],-1%
O=C(CCCN1C(=O)c2ccccc2C1=O)Nc1nc2ccccc2[nH]1,-6%,5%,16%,-12%,-2%,3%,1.1%,11%
Cc1ccc(/C=C/C(=O)NCc2cccs2)c(C)c1,2%,-5%,7%,-2%,17%,2%,2.4%,2%
CCOc1c2ccc(C(=O)NC3CCCc4ccccc43)cc2nn1C (stereo unspecified),4%,?,10%,-6%,0%[46.1 µM],-3%,0.6%,6%
COc1cc(C2CC(=O)Nc3cc(C)c(C)cc32)cc(OC)c1OC (stereo unspecified),-12%,0%,0%,8%,7%,-2%,-0.9%,-1%
O=C(NC(=S)NC1CCCc2ccccc21)c1ccco1 (stereo unspecified),0%,?,0%,-22%,-55%,-11%,2.6%,-4%
Cc1ccc(CNC(=O)C2CCCN(S(=O)(=O)c3c(C)noc3/C=C/N(C)C)C2)cc1 (stereo unspecified),·,·,3%,-10%,-11%,1%,0.1%,-1%
N#CC1(c2ccccc2)CCC(=O)N1Cc1ccccc1 (stereo unspecified),·,·,2%,0%,7%,5%,0.1%,-1%
c1cc(CNCCCN2CCOCC2)ccn1,7%,2%,3%,-4%,-1%[46.1 µM],19%,0.0%,0%
COc1ccc(OC)c(S(=O)(=O)NCc2ccccc2)c1,-7%,17%,5%,8%,-3%[46.1 µM],5%,0.8%,8%
O=C(NCC1COc2ccccc2O1)c1ccc(NC(=O)C2CCCO2)cc1 (stereo unspecified),-10%,-11%,-8%,-1%,-14%[46.1 µM],5%,0.0%,-10%
Cc1ccccc1NC(=O)c1cc(=O)c2ccccc2o1,1%,?,0%,-1%,-6%[46.1 µM],-4%,-1.1%,-2%
Cc1nn(Cc2ccccc2)c2c1C(c1ccncc1)C(C#N)=C(N)O2 (stereo unspecified),-8%,?,-1%,-20%,-15%[46.1 µM],-21%,-3.9%,4%
CN(C)S(=O)(=O)c1ccc2nc(NC(=O)c3cccs3)sc2c1,-11%,?,-23%,-26%,-17%[46.1 µM],2%,-4.5%,-5%
O=C(NCc1cccs1)c1ccc(N2CCCC2=O)cc1,-11%,2%,4%,-3%,1%[46.1 µM],7%,4.1%,0%
CCc1ccc2[nH]c(=O)c(CN(CCN(C)C)C(=O)Nc3ccccc3)cc2c1,0%,0%,-5%,-2%,-29%[46.1 µM],3%,-1.5%,-13%
COc1ccc(N(CC(=O)NCC(C)C)S(=O)(=O)c2ccccc2)cc1,?,9%,-11%,-2%,-24%,22%,0.2%,-6%
CCc1nnc(NC(=O)c2ccc(COc3ccccc3)o2)s1,0%,8%,0%,-5%,-15%[46.1 µM],2%,0.9%,-6%
CN(C)C(=O)c1cn(-c2ccccc2)c(=O)c2ccccc12,0%,0%,-4%,-3%,-3%[46.1 µM],2%,1.7%,-2%
CCc1ccc(C(=O)NNc2cc(Cl)ccc2Cl)cc1,1%[15.4 µM],-1%,9%,-6%,51%,?,2.0%,2%
CC/C=C\C/C=C\C/C=C\C/C=C\C/C=C\CCCCCC(=O)O,·,-11%,-3%&-9%,-1%&-13%,·,·,2.1%&1.1%,-3%&0%
O=[N+]([O-])c1ccc(NC(=S)N2CCOCC2)cc1,0%,12%,5%,3%,9%,3%,-1.2%,-17%
COc1ccc(S(=O)(=O)NCC(=O)N(CC(=O)NC(C)(C)C)Cc2cccs2)cc1,1%,?,0%,-7%,-20%,9%,0.0%,1%
CC1=NN(C(=O)c2ccc(C)o2)C(O)(c2ccccc2)C1 (stereo unspecified),3%,10%,-1%,-8%,4%,-3%,2.2%,-3%
COc1ccc(-c2nc3c(Br)c(N)c(Br)cc3o2)cc1,-10%,14µM*,0%,-19%,?,4%,-1.9%,-1%
O=C(Nc1ccc(F)cc1)C1CCCN1S(=O)(=O)c1cccc2nsnc12 (stereo unspecified),·,·,2%,-27%,9%,8%,-0.4%,-2%
Cc1ccc(C(=O)OCC(=O)Nc2cc(S(=O)(=O)N3CCOCC3)ccc2C)cc1,8%,-1%,5%,-16%,3%,1%,-0.1%,3%
C=CCC(CC=C)(NC(=O)c1cccc(C)c1)c1ccccc1,3%,-3%,-1%,4%,-9%,3%,-1.1%,-1%
O=C(O)Cn1cnc2c(=S)nc[nH]c21,-10%,?,6%,2%,-1%,-8%,2.1%,-3%
COc1ccc(-c2cc(-c3cc(C)ccc3O)[nH]n2)cc1,-5%,1%,4%,16µM*[quencher],29%,-5%,1.1%,4%
COc1ccc(CC(=O)OCC(=O)Nc2ccc3c(c2)OCCO3)cc1OC,-5%,-5%,0%,15%,5%,6%,4.6%,3%
O=C(c1cccc([N+](=O)[O-])c1)N1CCN(c2n[nH]c(=O)[nH]c2=O)CC1,·,·,-2%,-6%,12%,1%,-1.1%,0%
COC(=O)N/N=C/c1cc(Cl)cc(Cl)c1OCc1ccc(F)cc1,1%,3%,-3%,?,-10%,-1%,-1.0%,-2%

# Ordered by heavy-atom count (lowest first): some entries from above
SMILES,GAA inhib,ALDH1A1 inh,aGal spleen mod,Tau fluor cs,NPSR antagonist,GAA glycogen mod,Epigenetic reg,GAA spleen mod
CN(C)C(=O)c1cn(-c2ccccc2)c(=O)c2ccccc12,0%,0%,-4%,-3%,-3%[46.1 µM],2%,1.7%,-2%
CN(C)S(=O)(=O)c1ccc2nc(NC(=O)c3cccs3)sc2c1,-11%,?,-23%,-26%,-17%[46.1 µM],2%,-4.5%,-5%
COC(=O)N/N=C/c1cc(Cl)cc(Cl)c1OCc1ccc(F)cc1,1%,3%,-3%,?,-10%,-1%,-1.0%,-2%
CCc1ccc2[nH]c(=O)c(CN(CCN(C)C)C(=O)Nc3ccccc3)cc2c1,0%,0%,-5%,-2%,-29%[46.1 µM],3%,-1.5%,-13%
COc1ccc(S(=O)(=O)NCC(=O)N(CC(=O)NC(C)(C)C)Cc2cccs2)cc1,1%,?,0%,-7%,-20%,9%,0.0%,1%

# Later entries.
SMILES,GAA inhib,ALDH1A1 inh,aGal spleen mod,Tau fluor cs,NPSR antagonist,GAA glycogen mod,Epigenetic reg,GAA spleen mod
Cc1cccc(C)c1NC(=O)c1cc(-c2ccccn2)nc2ccccc12,-5%,12%,-11%,-10%,-3%,4%,-0.2%,-15%
COc1cccc(CC2(CO)CCCN(Cc3cn(C)c4ccccc34)C2)c1 (stereo unspecified),-11%,5%,3%,-10%,11%,-12%,1.5%,-23%
O=C1CCC(C(=O)N2CCC(CO)(Cc3ccc(Cl)cc3)CC2)=NN1,?,?,-2%,-4%,-4%,17%,?,2%
O=C(/C=C/c1cccc([N+](=O)[O-])c1)NC(=S)Nc1ccccc1C(=O)O,4%,?,4%,-29%,6%,-11%,?,4%
CC(c1ccon1)N(C)C(=O)CCc1nnc(CCCCc2ccccc2)o1 (stereo unspecified),8%,-10%,5%,-6%,11%,-9%,-0.7%,6%
COc1ccc(/C=C/C(=O)NC(=S)NNC(=O)c2cc(OC)c(OC)c(OC)c2)cc1OC,?,?,0%,-24%,-6%,·,-0.3%,3%
CC1(OC(=O)c2cccs2)C(=O)C=C2C=C(c3ccsc3)OC=C2C1=O (stereo unspecified),·,13%,7%,-4%,·,·,2.3%,7%
CC1CCC2(CC1)NC(=O)N(CC(=O)c1ccc[nH]1)C2=O (stereo unspecified),-9%,5%,0%,-2%,1%[46.1 µM],0%,-1.0%,3%
COC(=O)c1ccc(N=NNc2ccc(C(=O)OC)cc2)cc1,10%,1%,1%,-12%,16%,0%,3.8%,1%
CC1(C)C(=O)CC[C@]2(C)C3C(=O)C=C4[C@H]5C[C@@](C)(C(=O)O)CC[C@]5(C)CC[C@]4(C)[C@]3(C)CC[C@@H]12 (stereo partly specified),·,·,8%,3%,11%,-1%,-1.6%,7%
COC(=O)c1ccc(CSc2nc3sc(C)c(C)c3c(=O)[nH]2)cc1,·,·,1%,7%,1%,3%,0.0%,6%
COc1ccc(C(CCN2CCN(c3ccccc3)CC2)c2c(O)cc(OC)cc2OC)cc1 (stereo unspecified),·,·,11%&4%,?,-32%,-6%,0.9%,-7%&-13%
Cc1cc2oc(=O)cc(CN3CCN(C/C=C/c4ccccc4)CC3)c2cc1O,?,-15%,15%,?,?,29%,1.6%,-6%
NC(=S)N/N=C/c1coc2ccc(F)cc2c1=O,·,·,?,-13%,10%,-16%,2.3%,-12%
CN(CC(=O)N1CCCc2c1c(=O)oc1ccc(O)cc21)Cc1ccccc1,-13%,13µM*,-3%,-24%,-15%[46.1 µM],6%,-0.9%,-12%
CC(=O)OCC(=O)N1N=C(c2ccc3ccccc3c2)CC1c1ccccc1 (stereo unspecified),?,?,0%,-10%,-33%,-10%,6.8%,·
CCOc1ccc(Nc2ncnc3ccc([N+](=O)[O-])cc23)cc1,-2%,?,1%,-16%,-17%,5%,1.1%,-7%
CCn1ncc([C@@H]2C[C@H]3CN(Cc4cccc(Cl)c4)C(=O)[C@]34CCCN24)c1C,-5%,-2%,-5%,-4%,12%,17%,3.0%,-6%

# A portion of the library; the hit share may differ from the screen's.
